Source: PubChem BioAssay (National Center for Advancing Translational Sciences (NCATS))
Abeta yeast res: qHTS for compounds that reverse cellular toxicity of Amyloid beta (A-beta) peptide in yeast: Primary Screen. yeast expressing A-beta42, growth rescue, OD600, 48 h; response scale: 0% DMSO, 100% iron-clioquinol control. Potency, µM (titrated, usually from 46.1 µM), for inactives: at the top dose growth rescue, actives largely listed as activators. hit rate 0.063% among 410,000. AID 1347071, 2019; note: potency is the fitted concentration of half-maximal effect; nearly all actives have a fitted effect of over 55% in size
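Growth rescue measured by 600 nm absorbance after 48 h yeast culture at 30 C with compound. Values normalized between DMSO and an equimolar ferric chloride plus clioquinol control.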
DRD3 antagonist: qHTS of D3 Dopamine Receptor Antagonist: qHTS; D(3) dopamine receptor (Homo sapiens), P35462; D3R cells, DiscoveRx beta-arrestin luminescence, antagonist mode; stronger effect = lower value; max response, negative = inhibition, %; hit rate 2.5% among 360,000; in the data active = max response below about -50%; inconclusive = no clear call, values can overlap the other calls; note: % is set by controls: 0 for no effect and ±100 for the full control effect; mostly tested at two doses, the higher about 12 µM
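Cells plated overnight at 1500 cells/well, then exposed to library compounds with dopamine controls for 90 minutes at 37 degrees C. DiscoveRx reagent added for 30–60 minutes at room temperature; luminescence read, quantitative HTS format.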
FUS suppressor: qHTS for Suppressors of FUS Proteinopathy: Primary screen using FUS-linked yeast assay | hit rate 0.24% among 390,000 | S. cerevisiae FUS-expressing, growth rescue, OD600, 24 h | Potency, µM (series often up to 76.6 µM), without a hit: at the top dose growth rescue (activation), usual class: activators;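 note: potency is the fitted concentration of half-maximal effect; plate controls were DMSO vehicle for no effect and reference control for full effect; nearly all actives have a fitted effect of over 55% in size; some results filed as inactive show a strong effect at the top dose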
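FUS-expressing yeast, raffinose-pregrown, induced in 2% galactose minimal medium at OD 0.005; compounds in a dilution series, 24hr at 30C. Growth restoration read as absorbance at 600 nm. CP55940 positive control, DMSO negative.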
D3 ag: qHTS of D3 Dopamine Receptor Agonist: qHTS; hit rate 0.58% among 410,000; D(3) dopamine receptor (Homo sapiens), P35462; AID 652048, 2013; max activation, %; D3R DiscoveRx beta-arrestin cells, luminescence, 90 min; in the data active = max activation above about 30%; note: 0% is about no effect; mostly tested at two doses, the higher about 12 µM
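Agonist mode: compounds and dopamine controls were applied to plated cells for 90 min at 37 degrees C after an overnight attachment at 1500 cells/well. Luminescent read-out followed 30 - 60 minutes at room temperature with DiscoveRx detection reagent.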
EPAC2 ag: qHTS for Agonist of cAMP-regulated guanine nucleotide exchange factor 4 (EPAC2): primary screen. Potency, µM (top dose mostly 154 µM), for the others: at the top dose activation, usual class: activators. hit rate 0.079% among 360,000. EPAC2 activation, biochemical qHTS; response scale: 100% = 6.5 mM cAMP response. Rap guanine nucleotide exchange factor 4 (Homo sapiens), Q8WZA2; note: potency is the fitted concentration of half-maximal effect; nearly all actives have a fitted effect of over 50% in size
Target sequence (Q8WZA2 whole entry, looked up): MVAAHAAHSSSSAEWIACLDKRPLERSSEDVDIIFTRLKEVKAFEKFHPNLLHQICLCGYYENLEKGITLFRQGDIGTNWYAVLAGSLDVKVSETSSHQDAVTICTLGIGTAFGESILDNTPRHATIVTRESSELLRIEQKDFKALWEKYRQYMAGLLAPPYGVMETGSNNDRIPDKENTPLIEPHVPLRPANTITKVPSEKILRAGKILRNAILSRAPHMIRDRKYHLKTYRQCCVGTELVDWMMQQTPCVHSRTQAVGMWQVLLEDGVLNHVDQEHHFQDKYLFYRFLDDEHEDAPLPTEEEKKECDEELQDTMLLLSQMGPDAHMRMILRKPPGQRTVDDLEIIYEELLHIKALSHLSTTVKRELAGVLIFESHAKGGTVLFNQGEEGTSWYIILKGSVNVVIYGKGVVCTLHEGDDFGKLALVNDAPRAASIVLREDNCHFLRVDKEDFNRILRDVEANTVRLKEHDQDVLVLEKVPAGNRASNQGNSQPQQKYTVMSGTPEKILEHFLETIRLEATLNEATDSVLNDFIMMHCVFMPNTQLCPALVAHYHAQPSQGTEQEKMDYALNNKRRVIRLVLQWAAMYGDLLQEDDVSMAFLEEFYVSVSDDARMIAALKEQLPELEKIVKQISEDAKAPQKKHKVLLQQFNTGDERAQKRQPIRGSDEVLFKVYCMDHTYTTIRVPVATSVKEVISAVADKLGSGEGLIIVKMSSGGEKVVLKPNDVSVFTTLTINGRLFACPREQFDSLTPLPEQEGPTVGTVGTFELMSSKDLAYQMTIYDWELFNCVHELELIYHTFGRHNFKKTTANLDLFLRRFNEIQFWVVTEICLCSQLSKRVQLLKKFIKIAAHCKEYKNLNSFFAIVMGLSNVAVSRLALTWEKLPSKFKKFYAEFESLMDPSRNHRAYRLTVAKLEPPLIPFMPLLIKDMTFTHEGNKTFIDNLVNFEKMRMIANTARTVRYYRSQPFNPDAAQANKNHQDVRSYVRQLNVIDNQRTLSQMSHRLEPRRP
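Nucleotide exchange monitored as fluorescence drop when BODIPY-GDP leaves Rap1B. Reaction: 100 nM EPAC2, 250 nM RAP1B-BODIPY-GDP, 50 uM GDP, room temperature, kinetic read over 30 min. Activity expressed relative to 6.5 mM cAMP.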
aSyn rescue: qHTS of alpha-syn Inhibitors. Yeast expressing alpha-synuclein, growth rescue, BacTiter-Glo, 24 h. Potency, µM (titrated, usually from 46.1 µM), without a hit: top-dose growth rescue (activation), actives largely listed as activators. hit rate 0.14% among 370,000. AID 652106, 2013; note: potency is the fitted concentration of half-maximal effect; % of control where 0% means no effect; nearly all actives have a fitted effect of over 65% in size
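Rescue of yeast growth: cells expressing toxic alpha-synuclein, induced in galactose at OD600 0.02, incubated with compound 24 h at 30 C. ATP luminescence quantified growth; inhibitors of toxicity appear as activators.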
TDP-43 yeast inh: qHTS of TDP-43 Inhibitors | TDP-43 expressing yeast growth rescue, BacTiter-Glo, 24 h | Potency, µM (titrated, usually from 46.1 µM), inactives show at the top dose growth rescue (activation), usual class: activators | hit rate 1.8% among 410,000; note: potency is the fitted concentration of half-maximal effect; % of control where 0% means no effect; nearly all actives have a fitted effect of over 50% in size
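In this qHTS, compounds that restore growth of yeast expressing TDP-43 appear as activators. Cells (OD600=0.02, galactose medium, raffinose-pregrown) are incubated with compound 24 hr at 30 deg C and growth is quantified by BacTiter-Glo.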
EPAC2 antagonist: qHTS for Antagonist of cAMP-regulated guanine nucleotide exchange factor 2 (EPAC2): primary screen; Rap guanine nucleotide exchange factor 4 (Homo sapiens), Q8WZA2; EPAC2 GEF exchange of Rap1B-BODIPY-GDP, fluorescence; Potency, µM (highest dose often 114 µM), for the others: at the top dose activity, negative = inhibition, actives largely listed as inhibitors; hit rate 0.18% among 360,000; AID 720708, 2013; note: potency is the fitted concentration of half-maximal effect; % is set by controls: 0 for no effect and ±100 for the full control effect; nearly all actives have a fitted effect of over 45% in size; many of its hits are not listed in these tables
Active calls of the source: *; u = inconclusive; x = no result given; & = joins results of further samples; [ ] = another dose, or the depositor's remark. Unless noted, calls come from the whole dose curve; as a rule, active = well fitted curve in the direction sought with a large enough effect; inconclusive = small, poorly fitted or top-dose-only effect, or another doubt; inactive = no such curve, though single readings can be large; an effect the other way counts as inactive or inconclusive. Only part of the results is shown. The share of hits here may be higher or lower than overall.

SMILES	Abeta yeast res	DRD3 antagonist	FUS suppressor	D3 ag	EPAC2 ag	aSyn rescue	TDP-43 yeast inh	EPAC2 antagonist
COc1ccc(C(=O)NNC(=O)CSc2nc3c([nH]2)c(=O)n(C)c(=O)n3C)cc1	3%	-5	-27%	-1	-4%	2%	5%	23%
Cc1ccc(OC(C)C(=O)N(Cc2cccs2)C2CCS(=O)(=O)C2)cc1C (stereo not given)	8%	-5	54%	-4	1%	1%	-15%	-4%
O=C(COC(=O)CC(c1ccccc1)c1ccccc1)NCc1ccc(Cl)cc1	7%	17	x	6	2%	17%	u	-10%
COc1ccc(OC)c(N(CC(=O)NCc2ccccc2)S(=O)(=O)c2ccccc2)c1	-3%	x	14%	6	x	x	3%	x
COc1cc(NC(=O)CCNC(=O)N2CC(=O)Nc3ccccc32)cc(OC)c1OC	-9%	u	-26%	-3	5%	-6%	-7%	3%
CC(=O)N1CCCc2cc(S(=O)(=O)N3CCCC(C(=O)Nc4ccc(C)cc4C)C3)ccc21 (stereo not given)	5%&5%	-4	4%&3%	3&-14	-5%	0%	-17%&0%	-2%
CCN(C[C@H]1N[C@@](CC)(C(=O)OC)[C@H]2C(=O)N(C)C(=O)[C@@H]12)S(=O)(=O)c1ccc(C(F)(F)F)cc1	6%	42	32%	13	5%	5%	8%	-2%
CCOC(=O)[C@@H]1[C@H]2COc3cc(OC)ccc3[C@@H]2N2C(=O)N(c3cccc(F)c3)C(=O)[C@]12C	-16%	-20	-10%	4	1%	-2%	14%	2%
CN(CCc1ccccn1)C(=O)c1nn2c(C(F)(F)F)cc(-c3ccco3)nc2c1Cl	2%	13	-11%	0	-28%	0%	3%	-3%
COc1ccc(CNC(=O)c2cc(-c3ccc(Br)s3)nc3ccccc23)cc1	-7%	x	-19%	4	x	x	11%	x
O=C(COC(=O)C1=Cc2ccccc2OC1)NCc1ccco1	8%	-4	-28%	0	4%	-2%	28%	3%
C=CCN1CN(CCc2ccccc2)CNC1=S	u	-7	-8%	7	8%	6%	0%	-5%
COc1ccc2oc(=O)c(C(=O)n3ccc(C)n3)cc2c1	30%	-5	1%	1	-7%	8%	-30%[inhibitor]	4%
O=C(CSc1nc(=O)n(CCCN2CCOCC2)c2c1CCC2)Nc1ccccc1F	-2%	-19	-3%	-7	-3%	-7%	-27%	9%
Nc1nc2c(ncn2C2C[C@H](O)[C@@H](CO)O2)c(=O)[nH]1 (stereo not given in full)	10%	4	-41%	20	6%	9%	15%	6%
CCC(=O)c1ccc(OCC(=O)Nc2cccc(S(=O)(=O)N3CCCCCC3)c2)cc1	-10%	1	11%	6	2%	0%	-6%	-3%
O=C(Cc1ccc(NC(=O)C2CCN(C(=O)C3CC3)CC2)cc1)Nc1cccc(C(=O)N2CCCCC2)c1	2%	-1	-4%	4	4%	2%	22%	-11%
COc1ccc(OC)c(NC(=O)CSc2nnc(Cc3cccn3C)n2-c2ccc(F)cc2)c1	16%	16	33%	-7	5%	0%	15%	-19%
O=C(OCC(=O)N1CCN(C(=O)c2ccco2)CC1)c1sc2ccccc2c1Cl	6%	-13	-1%	-4	14%	3%	-12%	-1%
Cc1cc(C)nc(NS(=O)(=O)c2ccc(NC(=O)CSc3nc(-c4ccccc4)c(C#N)c(=O)[nH]3)cc2)n1	-8%	-5	20%	-2	-2%	2%	-14%	15%
COc1ccc(CCC(=O)N2CCN(S(=O)(=O)c3cccc(C(F)(F)F)c3)CC2)cc1OC	-5%	0	32%	1	4%	0%	25%	-8%
COc1cccc(OCc2cc(C(=O)NCc3cnc4ccccn34)no2)c1	-3%	24	3%	1	-4%	1%	18%	1%
CC(C)c1c(C(=O)N/N=C/c2ccco2)nnn1-c1nonc1N	-5%	1	-6%	0	0%	-1%	18%	11%
COc1ccc(C(=O)NC2CC2)cc1OC1CCN(C/C=C/c2ccccc2)CC1	6%	-21	16%	-13	9%	-4%	-5%	4%
COc1ccc(C(=O)N2CCN(c3cccc(Cl)c3)CC2)cc1	-5%	3	x	2	-4%	6%	u	-3%
CC1CCN(CCNC(=O)CCS(=O)(=O)c2ccc(Br)cc2)CC1	-14%[9.22 µM]	-10	-20%	-14	4%	-1%	-7%	-8%
COc1cc(NC(=O)c2cccc([N+](=O)[O-])c2)ccc1NC(=O)c1cc2ccccc2o1	-11%	-17	33%	-2	5%	-7%	-21%	-22%
C=CCn1c(NC(=O)c2ccc(C)cc2)nc2ccccc21	12%	11	-19%	-3	-4%	-1%	18%	3%
O=C(CCNC(=O)c1ccc(Cl)cc1)Nc1ncccc1O	5%	0	9%	10	1%	0%	-3%	10%
COC(CNC(=O)Cn1nc(Cc2ccncc2)c2ccccc2c1=O)OC	-19%	-4	-22%	3	6%	-6%	2%	3%
C[C@H]1CCC[C@]2(O[C@H](CCO)C[C@H](O)[C@H]2O)O1	-11%	11	1%	37*	1%	-1%	4%	6%
COc1ccccc1CC(NC(C)=O)C(=O)N1CCN(C(=O)c2cccs2)CC1 (stereo not given)	15%	-2	-5%	-3	3%	-1%	16%	8%
N#C/C(=C\c1c(F)cccc1Cl)c1nn(-c2ccccc2)c(-n2cccc2)c1C#N	-1%	-2	-3%	5	7%	2%	-6%	1%
CCS(=O)(=O)N1CCN(S(=O)(=O)c2ccc3ccccc3c2)CC1	3%	22	10%	2	-2%	-4%	-4%	16%
Cc1sc2nc(CN3CCOCC3)[nH]c(=S)c2c1C	u	3	-20%	-4	1%	-17%	u	-10%
CC(=O)Nc1ccc(NC(=O)[C@@H](NC(=O)c2ccccc2F)C(C)C)cc1	-11%	6	9%	5	-1%	1%	-7%	4%
COc1ccc(C(=O)NC(C)c2csc(C)n2)cc1OC1CCN(C(C)=O)CC1 (stereo not given)	11%	6	0%	0	5%	-4%	10%	1%
C=CCNc1nc(Nc2cc(Cl)ccc2OC)nc(OC)n1	1%	5	-18%	21	-1%	-2%	13%	17%
CCn1nnc2cc(C(=O)O)ccc21	7%	-1	-2%	3	2%	4%	-7%	2%
COc1ccc(-n2ncc3c2CC(C)(C)CC3NC(=O)CCC2=NNC(=O)CC2)cc1 (stereo not given)	6%	8	-7%	-6	4%	0%	4%	0%
CCOC(=O)c1nnn(-c2nonc2N)c1-c1cccs1	8%[9.22 µM]	-18	-29%	-5	4%	0%	1%	-3%
CCC(C)(C(=O)NC1CCCCC1)N(C(=O)CC1NC(=O)NC1=O)c1c(C)n(C)n(-c2ccccc2)c1=O (stereo not given)	-10%	-2	4%	5	20%	-1%	-7%	3%
COc1ccc(/C=C(\C#N)C(=O)c2cccn2C)cc1	-6%	9	-7%	-2	6%	-9%	19%	u
CCCCn1c(CCC(=O)O)ccc1-c1cccs1	-15%	18	9%	-4	0%	16%	18µM*	-23%
Cc1ccc2c(c1)N(C(=O)CCC(=O)NCC(C)c1ccccc1)CC(C)O2 (stereo not given)	-8%	-11	7%	-8	1%	0%	5%	-1%
O=C(CCNC(=O)Cn1ccc2ccccc2c1=O)NCCCN1CCN(c2ccc(F)cc2)CC1	13%	u	-2%	-16	0%	-2%	-13%	-2%
Cc1ccc(S(=O)(=O)/N=C(/NC(=S)Nc2ccccc2)c2ccccc2)cc1	9%	5	23%	2	-5%	u	u	-2%
O=C1C2C(C(=O)N1c1ccc3c(c1)OCO3)C1C=CC2C12CC2 (stereo not given)	17%	10	-3%	3	0%	0%	-7%	-5%
CCOC(=O)C(Cc1ccccc1)NC(=O)CCc1nnc2ccc(N3CCOCC3)nn12 (stereo not given)	-1%	-6	-23%	8	8%	-7%	-4%	1%
CCCCCCn1c(=O)n2n(c1=O)[C@@H]1CN(S(=O)(=O)c3ccc(C)cc3)C[C@]1(O)[C@@H](OC(=O)NCC1CCCCC1)C2	4%	0	u	5	-2%	8%	10%	-13%

New compounds follow.
SMILES	Abeta yeast res	DRD3 antagonist	FUS suppressor	D3 ag	EPAC2 ag	aSyn rescue	TDP-43 yeast inh	EPAC2 antagonist
CC(C)C(NC(=O)c1ccco1)C(=O)OCC(=O)c1ccccc1 (stereo not given)	-8%	2	-9%	4	10%	-2%	-2%	0%
CCCCN(C)CCn1c(=S)[nH]c2ncccc2c1=O	18%	-28	22%	-8	1%	-4%	19%	-2%
CC(=O)N[C@@H](Cc1c[nH]c2ccccc12)C(=O)NCc1ccccc1	2%	1	20%	5	11%	1%	-5%	0%
CCc1cccc(NC(=O)CCS(=O)(=O)c2cc3c(cc2C)NC(=O)CO3)c1	-10%	1	-11%	0	18%	0%	0%	-2%
CCN(CC)S(=O)(=O)c1ccc(O)c(C(=O)OCC(=O)N2CCCC2)c1	-1%	0	-10%	0	-4%	2%	-10%	-4%
COc1ccc(N2CCN(C(CNS(=O)(=O)c3ccc(OC)c(C)c3)c3ccco3)CC2)cc1 (stereo not given)	15%	x	36%	2	x	x	u	x
CCOC(=O)NNc1cc(C(F)(F)F)ccn1	0%	-1	13%	4	2%	1%	-8%[1.82 µM]	-2%
Cc1cc(C(F)(F)F)c(C#N)c(SCC(=O)Nc2nc3cc(Br)ccc3s2)n1	-8%	22	-1%	11	4%	12%	9%	-19%
Cc1cc(S(=O)(=O)N2CCCCC2CCNC(=O)C(=O)NCCN2CCOCC2)ccc1F (stereo not given)	5%	-17	-32%	2	-1%	1%	7%	-9%
CCCC1(CC)C(=O)NC(=O)N=C1N (stereo not given)	-4%	10	-6%	9	7%	2%	-6%	2%
